12-LOX inh – Primary qHTS assay for inhibitors of human arachidonate 12S-lipoxygenase (ALOX12): Round 2; purified 12hLO, xylenol orange hydroperoxide absorbance; Potency, µM (titrated, usually from 108 µM), inactives show at the top dose activity change, negative = inhibition, usual class: inhibitors; hit rate 1.1% among 580,000; AID 1671190, 2021; further: potency means the concentration at half of the fitted maximal effect; on the % scale 0 is the no-effect control and ±100 the full control effect
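Hydroperoxide product was detected by ferrous iron/xylenol orange as the 573 to 405 nm absorbance ratio. Arachidonic acid at 40 uM (final) was turned over for 30 min at room temperature by 150 nM human 12hLO, pH 7.0 Hepes buffer, after 15 min compound preincubation.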
RGS4 inh – Inhibitors of Regulator of G Protein Signaling (RGS) 4: qHTS. Potency, µM (top dose mostly 114 µM), for the others: at the highest dose activity change, negative = inhibition, actives largely listed as inhibitors. Transcreener GDP fluorescence polarization, RGS4-accelerated GTP hydrolysis. hit rate 0.039% among 390,000; further: potency means the concentration at half of the fitted maximal effect; on the % scale 0 is the no-effect control and ±100 the full control effect; nearly all actives have a fitted effect of over 75% in size; some results filed as inactive show a strong effect at the top dose
Target sequence (P49798 whole entry, looked up): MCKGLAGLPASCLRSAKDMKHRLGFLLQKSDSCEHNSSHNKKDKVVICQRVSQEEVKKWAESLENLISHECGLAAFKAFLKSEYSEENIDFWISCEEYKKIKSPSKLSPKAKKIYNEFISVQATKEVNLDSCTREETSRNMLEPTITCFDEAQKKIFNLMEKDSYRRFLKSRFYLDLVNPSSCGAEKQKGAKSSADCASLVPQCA
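MLSMR compounds (23 nl, pin-transferred) preincubated 10 min at room temperature with a 500nM (2x) first reagent, then RGS4 at 900nM (2x) plus Transcreener GDP mix added; fluorescence polarization (620/688 nm) read before and after 90 min at 30 °C.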
LDHA block – qHTS assay for inhibitors of human lactate dehydrogenase | purified LDHA, NADH/diaphorase-resazurin fluorescence; hits give low values | activity change, % (values are at about 110 or 230 µM) | hit rate 0.15% among 480,000 | AID 1347041, 2019; in the data active means activity change below about -30%; inconclusive means mostly about -25% to -30%;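 further: plate controls were DMSO wells for no effect and wells without enzyme for full effect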
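Human LDH5 (2 nM) was incubated with 0.06 mM NADH and 0.2 mM pyruvate for 5 min at room temperature in Tris pH 7.4. Remaining NADH was coupled through diaphorase/resazurin, and resorufin fluorescence was read at 0 and 20 min.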
D2 ag – HTS Assay for Allosteric Agonists of the Human D2 Dopamine Receptor: Primary Screen for Agonists | hit rate 0.53% among 340,000 | activation, % at 2 µM | D(2) dopamine receptor (Homo sapiens), P14416 | HEK293 T-REx D2 cells, calcium flux agonist mode;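 active means activation over 3 SD above normal in the single-dose calcium agonist read, cut at about 30% in these data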; further: 0% is about no effect
Target sequence (P14416 whole entry, looked up): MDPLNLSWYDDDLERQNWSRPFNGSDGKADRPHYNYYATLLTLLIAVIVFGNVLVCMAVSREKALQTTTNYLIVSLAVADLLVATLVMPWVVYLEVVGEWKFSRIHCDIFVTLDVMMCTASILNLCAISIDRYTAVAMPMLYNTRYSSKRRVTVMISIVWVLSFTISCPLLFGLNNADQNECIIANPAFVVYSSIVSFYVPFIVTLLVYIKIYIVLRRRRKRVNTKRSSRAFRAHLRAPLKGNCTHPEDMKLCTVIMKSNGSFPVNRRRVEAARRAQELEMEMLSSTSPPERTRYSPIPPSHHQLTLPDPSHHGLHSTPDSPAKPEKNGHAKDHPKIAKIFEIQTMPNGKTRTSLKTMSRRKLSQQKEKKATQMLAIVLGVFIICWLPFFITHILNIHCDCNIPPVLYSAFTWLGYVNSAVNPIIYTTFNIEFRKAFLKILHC
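Tetracycline-induced HEK293 Trex cells with D2 receptor force-coupled to calcium signaling, plated overnight at 30 C and loaded with no-wash calcium dye. Calcium flux read kinetically for 180 s after compound addition; responses flag agonists.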
ERG-DNA inh – qHTS for Small Molecule Inhibitors of the ERG Ets/DNA interaction; Transcriptional regulator ERG (Homo sapiens), P11308; fluorescence polarization, His-ERG Ets domain / labelled DNA; Potency, µM (highest dose often 76.9 µM), for the others: at the highest dose FP activity, negative = inhibition, hits mostly inhibitors; hit rate 0.028% among 370,000; active means well fitted inhibition curve with a large enough effect in the polarisation, with a control signal flat; inconclusive means small, poorly fitted or top-dose-only effect, or effect the other way, or a change in a side signal; inactive means no such curve, though single readings can be large or run the other way; the % refers to the polarisation;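 further: polarization taken with two DNA probes labelled with fluorescein and Texas red; potency means the concentration at half of the fitted maximal effect; % of control where 0% means no effect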
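His-tagged ERG Ets domain (1 uM in the protein solution; 300mM KCl, 50mM Tris-HCl, 1mM EDTA, 1mM DTT, pH 7.5) received compound, then a probe mix of 5 nM fluorescein-DNA and 100nM Texas-615-DNA. Fluorescence polarization was read for both dyes.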
Vif-APOBEC3F blk – qHTS for Inhibitors of Vif-A3F Interactions: qHTS | HeLa A3F-eYFP + Vif (tagged APOBEC3F with the HIV-1 protein that degrades it), YFP fluorescence increase | Potency, µM (doses to about 46.1 µM), without a hit: at the top dose activity, negative = active | hit rate 0.2% among 390,000 | AID 602313, 2012; further: potency means the concentration at half of the fitted maximal effect; % of control where 0% means no effect; nearly all actives have a fitted effect of over 65% in size
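HeLa cells stably expressing Vif plus C-terminally eYFP-tagged A3F were seeded, incubated overnight at 37 deg C, dosed with compound, incubated overnight again at 37 deg C. Yellow fluorescence (Ex 488/Em 500-530) reported blocked Vif-mediated A3F-eYFP degradation.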
Vif-A3G inh – qHTS for Inhibitors of Vif-A3G Interactions: qHTS; HeLa A3G-eYFP + Vif (tagged APOBEC3G with the HIV-1 protein that degrades it), YFP fluorescence, overnight; Potency, µM (series often up to 46.1 µM), without a hit: at the top dose activity, negative = active, usual class: inhibitors; hit rate 0.076% among 410,000; AID 602310, 2012;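 further: potency means the concentration at half of the fitted maximal effect; on the % scale 0 is the no-effect control and ±100 the full control effect; nearly all actives have a fitted effect of over 60% in size; hits raise eYFP signal because A3G escapes Vif-driven loss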
Target sequence (Q9HC16 whole entry, looked up): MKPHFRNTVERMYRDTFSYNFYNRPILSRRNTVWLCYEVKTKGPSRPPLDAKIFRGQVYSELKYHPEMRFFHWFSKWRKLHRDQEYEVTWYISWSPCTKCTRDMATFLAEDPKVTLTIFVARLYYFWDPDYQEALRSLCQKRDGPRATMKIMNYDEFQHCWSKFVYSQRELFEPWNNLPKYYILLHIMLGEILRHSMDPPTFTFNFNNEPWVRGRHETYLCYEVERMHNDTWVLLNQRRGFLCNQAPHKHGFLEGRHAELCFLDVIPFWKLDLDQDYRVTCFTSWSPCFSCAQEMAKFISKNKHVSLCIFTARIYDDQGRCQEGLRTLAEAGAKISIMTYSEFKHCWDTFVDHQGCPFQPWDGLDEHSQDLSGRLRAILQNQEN
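HeLa cells stably expressing Vif and C-terminally eYFP-tagged A3G, seeded overnight at 37 deg C, then exposed to compound by pintool overnight at 37 deg C. Rise in yellow fluorescence (Ex 488/Em 500-530, Acumen) marks blocked Vif-driven A3G degradation.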
D2 antag – HTS Assay for Allosteric Antagonists of the Human D2 Dopamine Receptor: Primary Screen for Antagonists | D(2) dopamine receptor (Homo sapiens), P14416 | HEK293 TREx D2 cells, calcium flux, dopamine EC80 | inhibition, % at 10 µM | hit rate 2% among 340,000 | AID 485344, 2010; in the data active means inhibition above about 30%; further: 0% is about no effect
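Read-out: kinetic calcium fluorescence (1 cycle/s) in inducible HEK293 T-REx D2 cells after an EC80 dopamine addition that followed 180 s compound preincubation. Loss of the dopamine response indicates antagonism.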
Glioma ERSR ind – qHTS for Inducers of the Endoplasmic Reticulum Stress Response (ERSR) in Human Glioma: qHTS; U87-MG GRP78 promoter luciferase reporter, 16 h; Potency, µM, for the others: top-dose activation, usual class: activators; hit rate 0.02% among 420,000; further: potency means the concentration at half of the fitted maximal effect; series mostly up to about 76 µM; % of control where 0% means no effect; nearly all actives have a fitted effect of over 35% in size
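Stably transfected U87-MG glioma cells carrying a GRP78-based luciferase sensor; 16 h compound incubation. Luminescence end-point read 10 min after Bright-Glo addition at room temperature.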
* marks the source's active call; other numbers are inactive results; u = inconclusive; x = not tested or not shown; [ ] = dose if it differs, or a comment. Unless noted, the call rests on the fitted dose curve; in most records, active means well fitted curve in the direction sought with a large enough effect; inconclusive means small, poorly fitted or top-dose-only effect, or another doubt; inactive means no such curve, though single readings can be large; an effect the other way counts as inactive or inconclusive. Only part of the results is shown; count on the stated rates, not on these rows.

smiles	12-LOX inh	RGS4 inh	LDHA block	D2 ag	ERG-DNA inh	Vif-APOBEC3F blk	Vif-A3G inh	D2 antag	Glioma ERSR ind
COc1ccc(NC(=O)NNC(=O)C(C)Oc2ccc3ccccc3c2)cc1 (configuration not stated)	7.5%	-2.4%	1.5	0.3	20.4%	3.0%	1.1%	8.1	-1.9%
COc1ccc(Br)cc1C(=O)Nc1ccc(O)cc1	0.1%	35.9%	-4.8	-0.6	x	-7.9%	-1.5%	-12.3	1.3%
CCOC(=O)CN1c2ccccc2NC(=O)CC1C (configuration not stated)	147.8%[activator]	-25.0%	-1.3	-0.3	8.8%	1.9%	-3.2%	-2.5	-1.3%
O=C(Nc1ccc(N2CCOCC2)cc1)c1ccc(Br)o1	-1.1%	1.8%	0.0	0.4	-10.6%	-9.4%	1.4%	71.2*	-9.7%
O=C(Nc1cc([N+](=O)[O-])ccc1Cl)c1cccnc1	19.0%	8.0%	1.2	-0.1	8.2%	-28.7%	-2.3%	-7.9	-2.8%
O=[N+]([O-])c1cccc(-c2nn(-c3ccccc3)cc2CO)c1	-3.4%	-25.6%	-1.5	0.7	-0.7%	8.8%	-4.9%	2.0	3.1%
CC(C)COC(=O)n1c(SCC(N)=O)nc2ccccc21	97.0%[activator]	8.7%	-0.6	-2.4	-2.4%	2.8%	0.1%	-21.2	-1.2%
CSCCC(NC(=O)c1ccc(Cl)cc1)C(=O)OCC(=O)Nc1ccc(C#N)cc1 (configuration not stated)	31.6µM*	1.9%	-2.5	x	-3.5%	-10.7%	1.0%	x	-1.6%
CC1(C)CC2CC(C)(CN2CC(=O)C(C#N)c2ccccc2)C1 (configuration not stated)	-16.9%	-13.5%	4.9	-0.9	x	-0.3%	-1.3%	2.5	-3.1%
COc1ccc(C(=O)N2CC(=O)Nc3ccccc32)cc1S(=O)(=O)N1CCOCC1	-2.2%	13.8%	1.7	1.0	-4.7%	3.0%	-1.0%	-3.9	2.7%
CN(C)CCCOC(=O)Cc1ccc(Cl)cc1	-1.4%	24.4%	0.0	-0.1	-0.2%	x	1.1%	2.5	4.8%
O=C(c1ccc(F)cc1)N1CCN(S(=O)(=O)c2ccc3c(c2)OCCO3)CC1	-1.2%	x	-4.4	x	x	-3.9%	1.1%	x	-3.2%
COc1ccc(CNC(=O)CCc2c(C)nn(-c3ccc(N4CCCC4)nn3)c2C)c(OC)c1	-22.6%	5.0%	0.5	-0.9	0.5%	6.8%	-1.9%	x	-1.5%
COc1ccc(S(=O)(=O)N2c3cc(C)ccc3OCC2C(C)(C)C)cc1 (configuration not stated)	0.0%	31.0%	-4.5	0.7	-11.5%	-17.8%	u	7.1	-0.5%
COc1cccc(/C=C2\SC(=S)N(CCCC(=O)NC3=NCCS3)C2=O)c1	461.2%[activator]	10.5%	0.7	1.6	1.1%	-5.0%	-0.9%	3.7	-15.3%
CC(/C=C1\SC(=S)N(NC(=O)c2cccc(O)c2)C1=O)=C\c1ccccc1	-16.5%	-10.6%	3.4	0.2	50.1%[activator]	0.8%	u	9.0	-2.2%
CN(C(=O)c1cccc(NC(=O)Cc2ccc(NC(=O)C3CCCN(C(=O)C4CCCCC4)C3)cc2)c1)C1CC1 (configuration not stated)	4.0%	-8.0%	0.5	x	-8.6%	-0.6%	2.2%	x	-2.1%
O=C(NCCCN1CCCC1)c1ccc2c(c1)N(Cc1ccccc1F)C(=O)c1ccccc1S2(=O)=O	-10.3%	-3.8%	-2.2	0.0	10.8%	2.7%	-0.6%	-1.8	-3.9%
Cc1ccc(S(=O)(=O)N(C)CC(=O)N/N=C/c2ccc(C)o2)cc1	13.3%	14.7%	0.1	-1.1	0.9%	-2.5%	-1.2%	-8.7	-0.2%
O=C(CC1Sc2ccccc2NC1=O)OCC(=O)N1CCc2ccccc21 (configuration not stated)	29.4%	-0.5%	1.1	-0.4	1.5%	x	-2.1%	-1.5	0.3%
Cc1cc(NC(=O)Nc2ccc(Cl)c(Cl)c2)n(-c2ccccc2)n1	-15.2%	-8.6%	-2.0	-0.2	6.8%	1.6%	-3.0%	19.3	0.0%
O=C(O)c1ccc(NC(=O)c2cccc(S(=O)(=O)Nc3ccc(C(=O)O)cc3)c2)cc1	2.4%	1.1%	-13.3	-0.9	0.2%	-4.2%	0.3%	22.8	-1.2%
C=CCNC(=S)N1CCc2[nH]c3ccccc3c2C1	69.0%[activator]	-0.4%	-0.1	-0.3	4.0%	-10.0%	-1.3%	16.1	-4.7%
O=C(NCCCn1ccnc1)c1ccc2c(c1)OCCO2	-9.7%	-8.6%	-0.2	-1.0	-6.2%	1.7%	2.1%	-20.5	0.8%
O=C(NCCOc1ccccc1)C1CCC(=O)N(CCN2CCOCC2)C1 (configuration not stated)	-4.5%	-19.3%[56.9 µM]	-2.5	1.6	3.9%	1.3%	4.1%	3.7	2.1%
Cc1cc(C)nc(N2CCC(C(=O)Nc3ccc4c(c3)OCCO4)CC2)n1	-6.5%	-2.1%	-7.2	-0.1	-14.7%	8.6%	0.9%	3.7	0.2%
Cc1cc(=O)oc2cc(OCC(O)Cn3ccnc3)ccc12 (configuration not stated)	-0.6%	-9.2%	0.8	-0.1	9.5%	1.7%	0.7%	-0.1	-1.0%
COc1cccc(N2C(=O)CSC23C(=O)N(Cc2ccccc2)c2ccccc23)c1 (configuration not stated)	0.0%	-33.8%	-4.4	-0.8	-2.0%	-2.6%	-2.5%	x	-1.1%
Cc1ccc(S(=O)(=O)/N=C(/Nc2ccc3[nH]c(=O)[nH]c3c2)c2ccc(F)cc2)cc1	-26.9%	-10.9%	-1.7	0.1	-15.7%	0.2%	1.9%	-24.8	-0.5%
CC1CC(C)(C)NC(=S)N1CCC(=O)N1c2ccccc2CC1C (configuration not stated)	-5.7%	-2.2%	-2.5	1.0	-4.1%	-3.3%	0.0%	16.9	-2.4%
COC(=O)CSc1nc(NC#N)nc(NC(C)(C)C)n1	22.8%	31.4%	-1.4	1.4	5.9%	1.8%	-6.3%	-14.0	5.8%
O=C(Nc1ccc2ccccc2c1)c1cnccn1	0.0%	23.2%	10.2	0.4	0.1%	-4.0%	2.2%	-15.2	-1.2%
Cc1ccc(Cc2ccc(C(=O)NNC(N)=S)o2)cc1	-9.3%	u	-5.8	-1.8	1.3%	9.9%	-1.6%	-7.2	-1.3%
O=C(Nc1ccc(Cl)c(S(=O)(=O)N2CCOCC2)c1)c1cc(=O)[nH]c2ccccc12	u	13.2%	-0.5	-0.2	-2.9%	13.5%	0.1%	-21.7	-2.4%
CC1=C(C(=O)N2CCOCC2)CC(CC(=O)NC(c2ccccc2)c2ccccc2)C(=O)N1CCCN1CCCC1=O (configuration not stated)	-49.9%	x	-1.4	x	x	u	-4.8%	x	-3.9%
CCN(Cc1ccccc1)S(=O)(=O)c1cn(C)cn1	-3.2%	-19.0%	1.5	-0.9	8.8%	8.2%	0.5%	1.3	-5.1%
CC(C)(C)c1ccc(OC(=O)N2CCOCC2)cc1	-2.9%	17.9%	-3.5	-0.2	-8.4%	-11.7%	0.7%	31.9*	1.9%
Cc1ccc2c(c1)-c1onc(C(=O)N3CCN(c4cc(C)ccc4C)CC3)c1CO2	-14.7%	-13.8%	0.2	0.0	1.1%	-3.9%	0.4%	x	-3.1%
C=CCn1c2ccccc2c2nnc(SCC(=O)Nc3cc(C)on3)nc21	8.1%	-43.0%	0.0	-0.1	14.6%	2.7%	-5.6%	3.2	1.4%
COc1ccccc1C(=O)C1CCCN(C(=O)c2ccccn2)C1 (configuration not stated)	3.0%	-15.5%	-6.0	-1.1	-4.1%	6.8%	5.9%	-24.4	2.8%
COc1ccnc(Oc2ccc(F)cc2)c1C(=O)N/C=N/OCc1cccc(F)c1	6.1%	9.7%	-4.2	3.3	3.5%	-13.0%	-0.6%	9.0	-3.3%
O=C(NN=C1CCCC1)c1ccn[nH]1	25.1%	8.6%	0.1	0.2	0.9%	-17.0%	2.0%	41.7*	-1.6%
COc1ccc(OCc2n[nH]c(=S)n2N)cc1	15.8µM*	u	2.2	x	23.6%	2.4%	0.5%	x	0.8%
